Mito fusion act: qHTS Assay for Small Molecule Inhibitors of Mitochondrial Division or Activators of Mitochondrial Fusion; S. cerevisiae fusion-defective mutant growth rescue, CellTiterGlo 48 h; Potency, µM (doses to about 46.1 µM), for the others: at the highest dose growth rescue (activation), most hits filed as activators; 0.23% of 320,000 active; AID 485298, 2010;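 also: potency is read from the fitted curve at half-maximal effect; % of control where 0% means no effect; nearly all actives have a fitted effect of over 45% in size; temperature-sensitive fusion mutants such as fzo1-1 at 37 °C on non-fermentable ethanol glycerol medium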
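Yeast fusion mutant, YPEG (non-fermentable carbon), compound, 48 h at 37C non-permissive; CellTiterGlo added, 10 min RT, luminescence read. Rescued growth = division inhibition.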
TCR activator: Activators of T cell receptors: qHTS campaign; Potency, µM (doses to about 9.22 µM), for inactives: at the top dose activation of IL-2 secretion, usual class: activators; 330,000 tested, under 10 active; primary human leukocytes, anti-CD3, IL-2 HTRF, 48 h; AID 504894, 2011; also: % of control where 0% means no effect
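Compounds are tested in HTS on primary human leukocytes co-incubated with a-CD3 beads for 48 hr. IL-2 output is measured by time-resolved FRET.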
USP2a block: qHTS Assay for Inhibitors of Ubiquitin-specific Protease USP2a Using CHOP2 as the Reporter | 0.01% of 330,000 active | USP2 core, Ub-CHOP2 coupled fluorogenic reporter, 485/531 | Potency, µM (titrated, usually from 38.3 µM), for inactives: top-dose activity change, negative = inhibition, most hits filed as inhibitors;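 also: potency is read from the fitted curve at half-maximal effect; plate controls were DMSO wells for no effect and full inhibition by NEM control for full effect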
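Deubiquitinase activity read as fluorescence (485/531 nm) after Ub-CHOP2 cleavage activates the enterokinase reporter on its substrate; USP2 core 10nM, Ub-CHOP2 and substrate 25nM each, 30min compound preincubation then 60min RT; data normalized to NEM, curves fitted.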
ELG1 repair inh: qHTS screen for small molecules that inhibit ELG1-dependent DNA repair in human embryonic kidney (HEK293T) cells expressing luciferase-tagged ELG1; HEK293T ELG1-luciferase reporter, luminescence, 16 h; DNA damage induced by 5-fluorouridine; Potency, µM (doses to about 46.1 µM), without a hit: at the highest dose activity change, negative = inhibition, hits mostly inhibitors; 2.3% of 330,000 active; also: potency is read from the fitted curve at half-maximal effect; % is scaled to controls: 0 for no effect and ±100 for the full control effect; nearly all actives have a fitted effect of over 55% in size
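Cells (2,000 per well) received 5-fluorouridine plus test compound or DMSO and were incubated 16 hr at 37 °C, 5% CO2. Luciferase activity was read by luminescence 30 min after ONE-Glo addition; signal suppression marked inhibition of damage-induced ELG1 function.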
hERG WT inh: qHTS for Inhibitors of KCHN2 3.1: Wildtype qHTS | 0.37% of 340,000 active | activity change, % at 1.84 µM | Voltage-gated inwardly rectifying potassium channel KCNH2 (Homo sapiens), Q12809 | U2OS, BacMam KCNH2, thallium flux FluxOr; hits give low values | AID 720551, 2013;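 active = maximum activity change below -70%; inconclusive = maximum activity change between -70% and -50%; inactive = maximum activity change above -50%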; also: % is scaled to controls: 0 for no effect and ±100 for the full control effect
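U2OS cells were transduced with wild-type KCNH2 virus (2.03 x 10^8 / mL) for 4 h at room temperature, then cultured overnight at 37 C. Thallium flux was read with FluxOr dye. Rate constants were normalized to DMSO controls.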
TSHR antagonist: Antagonists of the Thyroid Stimulating Hormone Receptor: HTS campaign; 0.2% of 330,000 active; AID 504810, 2011; Thyrotropin receptor (Homo sapiens), P16473; TSHR-expressing cells, TSH-stimulated cAMP HTRF, 2 h; hits give low values; activity change, negative = inhibition, % at 11.5 µM;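 active = activity change below a set negative limit, meaning inhibition stronger than a set level, cut at about -70% in these data; inconclusive = activity change between two set negative limits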; also: % is scaled to controls: 0 for no effect and ±100 for the full control effect
Target sequence (P16473 whole entry, looked up): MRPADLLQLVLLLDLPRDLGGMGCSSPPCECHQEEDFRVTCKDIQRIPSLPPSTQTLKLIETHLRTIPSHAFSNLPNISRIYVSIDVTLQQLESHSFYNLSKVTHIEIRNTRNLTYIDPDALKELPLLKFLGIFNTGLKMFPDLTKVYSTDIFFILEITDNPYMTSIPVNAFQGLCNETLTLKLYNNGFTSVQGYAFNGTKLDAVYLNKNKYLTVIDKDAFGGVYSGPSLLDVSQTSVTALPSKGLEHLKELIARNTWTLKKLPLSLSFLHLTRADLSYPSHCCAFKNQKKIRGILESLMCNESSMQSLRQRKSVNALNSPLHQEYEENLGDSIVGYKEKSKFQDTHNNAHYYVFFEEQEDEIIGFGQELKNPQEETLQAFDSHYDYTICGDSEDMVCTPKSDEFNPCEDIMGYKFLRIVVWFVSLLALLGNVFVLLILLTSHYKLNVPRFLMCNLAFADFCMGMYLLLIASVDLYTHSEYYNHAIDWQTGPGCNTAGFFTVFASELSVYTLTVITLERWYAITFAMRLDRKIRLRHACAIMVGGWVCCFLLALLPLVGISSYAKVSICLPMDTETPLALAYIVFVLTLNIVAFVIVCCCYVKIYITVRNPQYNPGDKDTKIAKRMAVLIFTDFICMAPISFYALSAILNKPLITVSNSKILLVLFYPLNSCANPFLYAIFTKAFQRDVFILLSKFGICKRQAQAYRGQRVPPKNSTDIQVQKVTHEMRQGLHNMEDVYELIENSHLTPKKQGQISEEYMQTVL
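Freshly harvested TSHR cells receive pin-tooled compound, then EC80 TSH at 4nM final. After 2 hours at 37 deg C, antibody in lysis buffer and cAMP-d2 are added; 30 minutes at ambient temperature precede the HTRF read.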
AT treatment: qHTS Assay for Identifying a Potential Treatment of Ataxia-Telangiectasia; […] A-T fibroblasts, KAP-1 phosphorylation AlphaLISA; neocarzinostatin DNA damage 30 min before lysis; Potency, µM (doses to about 57.5 µM), for the others: at the highest dose activation, usual class: activators; 0.19% of 320,000 active; AID 485349, 2010; also: potency is read from the fitted curve at half-maximal effect; % of control where 0% means no effect; nearly all actives have a fitted effect of over 45% in size
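hTERT-immortalized A-T patient fibroblasts ([…]), 500 cells/well in OPTI-MEM, 1% FBS, got compounds for 60 min, then NCS for 30 min at 37C. Lysates were then assayed for phospho-KAP-1 by AlphaLISA (anti-pKAP1 donor, anti-KAP1 acceptor beads), 6 hr at 25C.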
KCNH2 3.1 block: qHTS for Inhibitors of KCHN2 3.1: Mutant qHTS; Potassium voltage-gated channel subfamily H member 2, brain isoform KCNH2 3.1 (human); U2OS KCNH2 3.1, thallium flux FluxOr; hits give low values; activity change, % (tested at about 1.8 µM); 0.95% of 340,000 active;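 active = maximum activity change below -70%; inconclusive = maximum activity change from -70% to -50%; inactive = maximum activity change above -50%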;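 also: thallium influx rate constant from kinetic fluorescence after stimulation buffer; % is scaled to controls: 0 for no effect and ±100 for the full control effect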
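U2OS cells transduced with KCNH2 3.1 mutant virus (1.77 x 10^8 /mL, 4 h), plated overnight at 37 C, loaded 45 min with FluxOr dye plus Red40 quencher. Thallium flux rate constant from kinetic reads after stimulation buffer, normalised to controls.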
Eya2 phos inh: qHTS Assay for Inhibitors of the Phosphatase Activity of Eya2 | recombinant Eya2, OMFP fluorescence dephosphorylation (OMFP is methylfluorescein phosphate) | Potency, µM (doses to about 76.9 µM), without a hit: top-dose activity, negative = inhibition, most hits filed as inhibitors | 0.006% of 330,000 active | AID 488837, 2010; also: potency is read from the fitted curve at half-maximal effect; % is scaled to controls: 0 for no effect and ±100 for the full control effect
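Eya2 protein (added as 0.2 uM solution) was preincubated with compound for 10 min at ambient temperature in 50 mM HEPES pH 7.5, 50 mM NaCl, 5 uM MgCl2, 0.05% BSA, 1 mM DTT. OMFP (added at 50 uM) then reacted 10 min; fluorescence read at 485/525 nm.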
TRPV1 ag: HTS Assay for Compounds that Act as Agonists of the Vanilloid Receptor 1; TRPV1-expressing cells, Fluo-8 calcium influx, agonist mode; 0.19% of 320,000 active; Transient receptor potential cation channel subfamily V member 1 (Homo sapiens), Q8NER1; activation, % at 8.33 µM; in the data active = activation above about 80%; inconclusive = between about 30% and that limit; also: 0% is about no effect
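Fluo-8 calcium influx in TRPV1-expressing cells, kinetic read (ex 480/em 520 nm). Compound added and read 3 min for agonist activity, followed by capsaicin at EC20 final and 2 min further read for enhancement.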
The depositor's hits bear a star; ? = inconclusive; · = not tested or not shown; [ ] = another dose, or the depositor's remark. Unless noted, calls follow the shape of the dose curve; as a rule, active = well fitted curve in the direction sought with a large enough effect; inconclusive = small, poorly fitted or top-dose-only effect, or another doubt; inactive = no such curve, though single readings can be large; an effect the other way counts as inactive or inconclusive.

SMILES	Mito fusion act	TCR activator	USP2a block	ELG1 repair inh	hERG WT inh	TSHR antagonist	AT treatment	KCNH2 3.1 block	Eya2 phos inh	TRPV1 ag
O=C1N(c2ccccc2)C2CS(=O)(=O)CC2N1c1ccc(Cl)c(Cl)c1 (configuration not stated)	9%	-1%	0%	-14%	6	-1	-2%	-5	-12%	2
COc1ccc(OC)c(NC(=O)CSc2ccc3nnc(-c4cccnc4)n3n2)c1	-2%	·	0%	-5%	-18	-14	1%	-9	8%	4
COC(=O)C1CC(=O)c2ccsc2C1 (configuration not stated)	-4%	-1%[46.1 µM]	3%	-7%	-15	-6	6%	0	-2%	0
CCn1cc(C2C(C(=O)Nc3cc(C)ccn3)=C(C)NC3=C2C(=O)CC(C)(C)C3)c(C)n1 (configuration not stated)	4%	0%[46.1 µM]	4%	1%	-4	-1	-1%	4	7%	0
CCOC(=O)c1[nH]c2ccc(OC)cc2c1NC(=O)C(C)N1CCSCC1 (configuration not stated)	14%	·	-3%	?	·	-2	5%	·	-5%	?
Nc1nc(N)c2cc(Sc3ccc4ccccc4c3)ccc2n1	-18%	1%	4%	-4%	4	-3	4%	-13	1%	6
CC1CCN(C(=O)C2(NC(=O)Nc3cccc(F)c3)CCCCC2)CC1	-1%	0%[46.1 µM]	-1%	8%	-44	2	·	2	3%	-1
O=C(Nc1ccc(Br)cc1Cl)c1ccc2c(=O)n3c(nc2c1)CCC3	19%	-6%	-2%	?	-22	·	·	-2	21%	3
O=C(CCCNC(=O)/C(=C/c1ccc(Br)cc1)NC(=O)c1ccccc1)OCc1ccccc1	0%	-1%[46.1 µM]	3%	2%	0	-4	-4%	-113*	-12%	5
CCN(CC)CCN(Cc1cc2cc3c(cc2[nH]c1=O)OCO3)C(=S)NCCCOC	-1%	·	2%	0%	2	-11	2%	-6	6%	1
CC(=O)N1CCc2c(sc(NC(=O)C3COc4ccccc4O3)c2C(N)=O)C1 (configuration not stated)	0%	0%	1%	-7%	3	3	7%	-2	7%	-1
COC(=O)c1nc2nc(C)cc(C(F)(F)F)n2n1	0%	-3%	2%	4%	-7	-9	2%	-3	-2%	-1
Cc1cccc(C)c1NC(=O)Cn1c(=O)c2cccn2c2ccccc21	3%	3%	0%	-7%	2	-6	-5%	6	2%	4
COCC(=O)N(C)C1(c2nnnn2CCOC(=O)Nc2ccc(Cl)cc2)CCCCC1	2%	2%	-1%	-1%	3	-6	0%	13	9%	4
CCN(C(=O)c1ccc(NC(C)=O)cc1)c1ccccc1C	-1%	4%	0%	?	4	36	1%	3	22%	-1
CC(=O)NC1(C(F)(F)F)N=C2SCCN2C1=O (configuration not stated)	-2%	3%	2%	-14%	-3	12	·	14	13%	-1
CC1(C)Cc2c(C#N)c(SCC(=O)c3ccccc3)nc(N3CCOCC3)c2CO1	-1%	-5%	-5%	1.3µM*	1	-5	-20%	-1	3%	1
CCC1Oc2ccccc2N(CC(=O)Nc2ccccc2OC)C1=O (configuration not stated)	5%	5%	1%	0%	-3	1	6%	8	-5%	4
CC(=O)c1ccc(OCCCC(=O)Nc2cccc(S(=O)(=O)N3CCOCC3)c2)cc1	·	-1%	3%	?	0	5	14%	-7	2%	·
Cc1ccccc1-n1nc2c(c1NC(=O)c1cc3ccccc3oc1=O)CS(=O)C2 (configuration not stated)	3%	-4%	-1%	?	-2	-17	2%	-1	3%	27
CC(C)(C)OC(=O)C[C@@H]1C/C=C\C[C@H](CC(=O)N[C@H](CO)Cc2ccccc2)C(=O)N[C@@H](Cc2ccccc2)COC1=O	·	-7%	-3%	?	-3	13	-10%	-3	-5%	·
Cc1ccc(N2C(=O)C3CC(c4ccccc4)=C4C5C=CC(C6C(=O)N(c7ccc(C)cc7C)C(=O)C56)C4C3C2=O)c(C)c1 (configuration not stated)	3%	1%	-3%	-1%	-3	-8	2%	3	1%	0
Cc1ccc(C(C)C)c(OCC(=O)N/N=C/C2CCCCC2)c1	3%	2%	-3%	-12%	4	-4	2%	8	0%	21
COc1ccc(OC)c(NC(=O)c2ccc(-n3cccn3)nc2)c1	1%	2%	1%	10%	-10	-10	0%	-14	7%	1
Cc1nc([N+](=O)[O-])cn1CC(=O)Nc1ccc([N+](=O)[O-])cc1	0%	5%	3%	2%	0	7	42%	?	-4%	-1
Cc1ccc(S(=O)(=O)/N=C(/Nc2c(C)n(C)n(-c3ccccc3)c2=O)c2ccc(Cl)cc2)cc1	0%	1%	3%	1%	25	24	4%	-7	-5%	0
COc1cc(C(=O)NCc2nnc(SCC(=O)NCCc3ccccc3)o2)cc(OC)c1OC	1%	-1%	1%	-18%	-7	5	12%	6	-8%	-2
Cc1ccccc1-c1nnn(Cc2ccc(F)cc2Cl)n1	-6%	-6%	-2%	?	-19	-5	40%	-1	-3%	9
C#CCN1C(=O)S/C(=C/c2cc(C)n(CC)c2C)C1=O	9%	-4%[46.1 µM]	6%	?	7	13	13%	15	-2%	20
CSCc1ccc(C(=O)NC(C)c2ccc(-n3ccnc3)cc2)cc1 (configuration not stated)	-1%	-14%	0%	12%	8	13	5%	1	-14%	?
CN(CCNC(=O)Cn1c(=O)sc2ccccc21)Cc1ccccc1	-1%	-7%	0%	6%	7	6	15%	0	7%	·
CC(=O)c1cccc(NC(=O)N2C3CCCC2CC(NC(=O)C2CC2)C3)c1 (configuration not stated)	1%	-27%	0%	10%	-11	-14	-1%	3	4%	0
CC(=O)c1ccc(NC(=O)C(C)OC(=O)/C=C/c2ccco2)cc1 (configuration not stated)	·	-2%[46.1 µM]	1%	1%	10	-1	6%	31	6%	·
COc1ccc(CNC(=O)c2ccccc2[N+](=O)[O-])cc1	0%	-15%	-2%	0%	-13	4	0%	4	2%	-1
COc1cccc(NC(=O)CS(=O)(=O)c2cccc3nsnc23)c1	0%	3%	1%	19%	4	13	-3%	0	-4%	2
Cc1cc(/C=N/O)c(C)n1-c1ccc(Br)cc1	4%	-6%[46.1 µM]	-1%	21%	-4	29	1%	-16	-5%	4
N#Cc1cccc(NC(=O)COC(=O)c2ccc3c(=O)n4c(nc3c2)CCC4)c1	-1%	·	-1%	16%	·	0	3%	·	-2%	-6
Cc1ccc(NC(=O)CN(C)C(=O)Cc2ccc(Cl)cc2Cl)cc1	-7%	13%	-1%	-2%	6	14	1%	26	-9%	5
COc1ccc(Cl)cc1N(CC(=O)NC1CC1)S(=O)(=O)c1ccc(C)c([N+](=O)[O-])c1	-7%	7%	0%	2%	13	1	2%	-1	-1%	11
COc1cc(NC(=S)Nc2cccc(C)n2)cc(OC)c1OC	-24%	-3%	4%	-17%	-3	-3	-5%	10	11%	9
O=C(COc1ccc(/C=C2/NC(=O)NC2=O)cc1)Nc1ccc(F)cc1	-4%	-3%	2%	21%	2	6	2%	-3	-9%	-5
CCCC(=O)Nc1nnc(SCC(=O)N2CCCCC2)s1	-2%	1%	0%	12%	-11	-21	1%	-26	-11%	-5
CCc1nc(NCCCCCO)c2nnn(Cc3ccccc3F)c2n1	15%	-2%	6%	?	2	12	6%	-3	-7%	-1
C=CCn1ccc(=NC=C(C#N)C#N)c2ccccc21	-7%	-4%	-1%	?	12	-1	31%	6	16%	?
CC12CC(NC(=O)N1c1cccc(C(=O)N3CCN(c4ccccc4F)CC3)c1)c1ccccc1O2 (configuration not stated)	0%	-7%	2%	?	-1	10	·	3	2%	0
CC(CC(=O)N1CCN(c2ccccc2F)CC1)c1ccccc1 (configuration not stated)	-7%	-10%[46.1 µM]	-1%	4%	-16	5	-3%	2	-6%	-3

Sorted by heavy-atom count (low to high): 3 of the compounds above.
SMILES	Mito fusion act	TCR activator	USP2a block	ELG1 repair inh	hERG WT inh	TSHR antagonist	AT treatment	KCNH2 3.1 block	Eya2 phos inh	TRPV1 ag
CCCC(=O)Nc1nnc(SCC(=O)N2CCCCC2)s1	-2%	1%	0%	12%	-11	-21	1%	-26	-11%	-5
O=C(COc1ccc(/C=C2/NC(=O)NC2=O)cc1)Nc1ccc(F)cc1	-4%	-3%	2%	21%	2	6	2%	-3	-9%	-5
CC12CC(NC(=O)N1c1cccc(C(=O)N3CCN(c4ccccc4F)CC3)c1)c1ccccc1O2 (configuration not stated)	0%	-7%	2%	?	-1	10	·	3	2%	0

Screening results as filed in PubChem BioAssay.

Not all compounds are listed. The share of hits here may be higher or lower than overall.
